KLF5 inhibitor: suppresses KLF5 promoter-driven expression | inhibition, % at 5 µM | DLD-1 KLF5 promoter-luciferase reporter, luminescence | 290,000 compounds, 0.23% hits | AID 1700;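 active = inhibition above a per-plate limit of that plate's mean compound inhibition plus 3 SD, cut at about 60% in these data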;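 note: 0% = DMSO wells and 100% = LY294002 at 200 µM; higher means less KLF5 promoter-driven luciferase light; inactives centre near -14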
Platelet DG rel: modulates dense granule release in human platelets. human platelet-rich plasma, SFLLRN dense granule ATP release, luminescence. inhibition, %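 (compounds screened at 7.5 µM in platelet-rich plasma)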. 300,000 compounds, 0.22% hits;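 active = mean replicate score, as percent of positive control, at or above 50; inconclusive = mean below 50 but at least one replicate at or above 50; inactive = mean and every replicate below 50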
HSF1 inh: HSF1 inhibition. NIH3T3-HGL HSE-luciferase, MG132-induced, luminescence 8 h; stronger effect = lower value. activity change, negative = inhibition, % at 7.5 µM (by protocol). 300,000 compounds, 0.77% hits;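 active = more than half of replicate wells show activity change below -50%, luminescence cut by over half; inconclusive = some wells, but at most half, below -50%; inactive = no replicate well below -50%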;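 note: luciferase reports HSF-1 transcriptional activity via heat shock element; 0% = median of DMSO wells and -100% = zero luminescence signal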
GSK3beta inhib: blocks human GSK3beta kinase activity; P49841; GST-GSK3beta kinase, ADP-Glo luminescence, 60 min; stronger effect = lower value; activity score (negative = inhibition), % at 10 µM; 300,000 compounds, 0.038% hits; AID 2097;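 active = more than half of replicate wells score below -50%, meaning over 50% inhibition versus plate controls; inconclusive = some replicates but at most half score below -50%; inactive = no replicate scores below -50%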;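 note: 0% = median DMSO wells and -100% = median GW8510 positive control wells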
Target sequence (P49841 whole entry, looked up): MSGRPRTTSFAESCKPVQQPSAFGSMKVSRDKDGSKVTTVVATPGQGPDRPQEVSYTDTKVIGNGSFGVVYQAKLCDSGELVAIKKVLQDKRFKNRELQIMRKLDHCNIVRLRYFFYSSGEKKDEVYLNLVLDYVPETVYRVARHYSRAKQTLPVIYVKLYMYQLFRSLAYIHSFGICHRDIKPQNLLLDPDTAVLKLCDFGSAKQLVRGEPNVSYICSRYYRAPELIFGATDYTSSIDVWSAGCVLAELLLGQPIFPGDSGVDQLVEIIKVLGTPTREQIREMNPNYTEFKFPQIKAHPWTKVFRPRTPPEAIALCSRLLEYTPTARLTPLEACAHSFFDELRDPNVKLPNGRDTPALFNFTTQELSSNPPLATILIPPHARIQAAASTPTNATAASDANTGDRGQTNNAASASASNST
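Test system: GST-fused GSK3beta enzyme, cell-free | Quantity: 1.6 ng GST-GSK3beta enzyme per well | Reagent: 25 µM ATP with peptide substrate | Schedule: 60 min enzyme reaction, room temperature | Signal: Luminescent ADP-Glo measurement of ADP formed | Read-out basis: Score relative to plate controls | Control set: DMSO and 20 µM GW8510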
IEC-6 cytotox: counter-screen for KLF5 inhibitors: cytotoxicity in IEC-6 cells; AID 1825; 290,000 compounds, 0.78% hits; IEC-6 cytotoxicity, luminescence viability; inhibition, % at 5 µM; in the data active = inhibition above about 22%;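 note: 0% = plate median of test compound wells and 100% = cytotoxic reference compound wells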
aSyn 5UTR inh: MLPCN primary screen, SNCA 5' untranslated region | alpha-synuclein 5'UTR reporter, inhibitor activity | inhibition, % (tested at 7.5 µM) | 300,000 compounds, 0.82% hits | AID 1813; in the data active = inhibition above about 60%; inconclusive = no clear call, values can overlap the other calls;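 note: H4 neuroglioblastoma cells stably carrying SNCA 5'UTR luciferase fusion; 0% = DMSO wells and 100% = positive control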
HSP90 refold inh: HSP90 refolding inhibition in rabbit reticulocyte lysate; inhibition, % at 5.6 µM; 290,000 compounds, 0.91% hits; luciferase refolding luminescence, 3 h;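 active = inhibition above the screen-wide mean plus 3 SD, computed separately per campaign, cut at about 16% in these data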;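 note: 0% = DMSO wells and 100% = 60 µM geldanamycin wells; inhibitors lower the luminescence because luciferase stays unfolded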
GSK3 alpha inh: inhibitors of human GSK-3 alpha kinase. P49840. ADP-Glo luminescence, 60 min. inhibition, % at 10 µM. 320,000 compounds, 0.1% hits. AID 2650;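 in the data active = inhibition above about 50%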;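 note: GST-tagged GSK-3 alpha with peptide substrate and 25 µM ATP; 0% = DMSO neutral wells and 100% = GW8510 positive control wells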
Target sequence (P49840 whole entry, looked up): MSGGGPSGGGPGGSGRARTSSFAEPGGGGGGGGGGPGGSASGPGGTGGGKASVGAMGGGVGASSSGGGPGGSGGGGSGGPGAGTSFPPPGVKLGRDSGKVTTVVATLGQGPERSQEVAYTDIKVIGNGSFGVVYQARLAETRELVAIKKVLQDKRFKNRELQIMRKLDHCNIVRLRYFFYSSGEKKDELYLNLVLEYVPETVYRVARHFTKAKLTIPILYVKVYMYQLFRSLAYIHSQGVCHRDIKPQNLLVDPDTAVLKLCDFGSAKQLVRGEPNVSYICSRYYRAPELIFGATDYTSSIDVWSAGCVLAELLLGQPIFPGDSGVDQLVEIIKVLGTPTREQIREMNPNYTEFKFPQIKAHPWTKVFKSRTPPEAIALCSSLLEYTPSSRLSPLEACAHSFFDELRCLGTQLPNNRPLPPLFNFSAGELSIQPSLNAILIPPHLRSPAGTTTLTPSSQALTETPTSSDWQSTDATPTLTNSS
HSF1 activator: increases HSF-1 driven luciferase reporter signal. activation, % at 9 µM. NIH3T3-HGL HSF-1 luciferase reporter, MG132, 8 h; 100% = twice DMSO control signal. 300,000 compounds, 1.7% hits. AID 504408;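 active = mean replicate activation of at least 50% with a set share of replicates each reaching 50%; inconclusive = only one of those two conditions met; inactive = mean below 50% and too few replicates reaching it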;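 note: 0% = median of the neutral control wells and 100% = twice that signal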
Dyrk1A ADPGlo: Dyrk1A (rat) kinase inhibition | ADP-Glo luminescence, NFATc1 peptide | inhibition, % at 12.5 µM | 310,000 compounds, 0.43% hits | Q63470; in the data active = inhibition above about 50%;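 note: plate controls were vehicle with enzyme for no effect and no enzyme for full effect; many of its hits are not listed in these tables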
An asterisk follows results filed as active; ? = inconclusive; . = no result given. Not all compounds are listed. The share of hits here may be higher or lower than overall.

Value order: KLF5 inhibitor	Platelet DG rel	HSF1 inh	GSK3beta inhib	IEC-6 cytotox	aSyn 5UTR inh	HSP90 refold inh	GSK3 alpha inh	HSF1 activator	Dyrk1A ADPGlo
> Cn1c(CNc2cccc(Cl)c2)nnc1SCC#N
→ -19	-5	27	3	-13	-13	-4	0	73*	-8
> CCOC(=O)c1cc(-c2ccccc2)sc1NC(=O)C(C)Sc1nnnn1C (stereo unspecified)
→ -2	3	-2	-5	-4	29	-1	-1	9	-13
> Cc1ccc(C(NC(=O)N2CC(C)OC(C)C2)C(Cl)Cl)cc1F (stereo unspecified)
→ -21	-6	-8	1	-3	3	-7	-1	0	-3
> C=C1CCC2[C@](C)(CO)[C@H](O)CC[C@@]2(C)[C@@H]1C/C=C1\C(=O)OC[C@H]1O (stereo partly specified)
→ .	2	6	-1	.	-151	.	0	17	13
> O=C(CC1Sc2ccccc2NC1=O)Nc1ccccc1[N+](=O)[O-] (stereo unspecified)
→ -47	15	1	-11	8	1	5	6	-4	-5
> CN(CC(=O)Nc1ccc(Cl)c(C(F)(F)F)c1)C(=O)c1cc(=O)[nH]c2ccccc12
→ .	7	7	-4	.	10	.	-1	21	5
> CCOC(=O)c1ccccc1NC(=O)COC(=O)c1ccc(C)c(S(=O)(=O)N2CCOCC2)c1
→ -16	-2	-5	-2	-4	5	3	0	-1	1
> Cc1noc(C)c1COc1cccc(C(=O)NC(C)(C)C)c1
→ -13	-14	-1	2	7	10	7	0	18	14
> Cc1ccc(/C=C(\C#N)C(=O)NCC2CCCO2)o1 (stereo unspecified)
→ -21	15	2	-3	-1	-31	0	0	14	-5
> CC1CC(C)(C)NC(=S)N1CCC(=O)NCc1ccc(Cl)cc1 (stereo unspecified)
→ -11	-8	6	2	1	31	5	3	12	.
> O=C(Nc1ccccc1O)c1ccc2c(c1)C(=O)N(Cc1ccco1)C2=O
→ -11	.	.	3	-1	.	-4	.	.	-3
> O=C(CN1C(=O)c2ccccc2S1(=O)=O)NCc1ccccc1
→ -12	8	0	-1	-2	-8	-2	0	3	-3
> Cc1ccccc1NS(=O)(=O)c1ccc(C)c(NS(C)(=O)=O)c1C
→ -33	-4	-9	2	-2	-13	0	0	-4	0
> Cc1cccc(NS(=O)(=O)c2cccc3nsnc23)c1
→ -11	8	-5	-2	-2	-7	-2	0	8	-3
> Cc1cc(C)c(N=C2C(=O)Nc3ccccc32)c(C)c1
→ -40	-3	-2	2	0	10	3	4	0	2
> CCOC(=O)c1cnc(-n2nc(C)cc2C)nc1Oc1ccccc1F
→ 15	-7	-7	-1	0	3	3	-2	10	.
> COc1ccc2nc(CCN(C)C(=O)C3CCC(=O)N(Cc4cccc(F)c4)C3)[nH]c2c1 (stereo unspecified)
→ -23	-9	2	5	0	-5	-7	-2	4	.
> CN(C)c1ccc(/C=N/NC(=O)c2cc(-c3ccc4c(c3)OCO4)n[nH]2)cc1
→ -58	8	16	-1	-4	-137	-1	3	42	13
> O=C(COC(=O)c1ncc(Cl)c(Cl)c1Cl)NC(=O)c1ccccc1
→ .	8	5	-7	.	-7	.	1	16	5
> O=C(NCCN1CCOCC1)Nc1cccc(Cl)c1
→ -2	0	-7	4	-4	0	3	0	-16	-7
> COc1ccc(OC)c(NC(=O)CCCN2C(=O)C3C4C=CC(C4)C3C2=O)c1 (stereo unspecified)
→ 10	10	-4	2	-2	5	1	0	16	-7
> Cc1ccc(C(=O)Nc2nnc(C)s2)o1
→ -52	-11	2	-1	-4	-12	0	4	30	14
> CC(OC(=O)c1ccccc1C(=O)N(C)c1ccccc1)C(=O)Nc1ccccc1[N+](=O)[O-] (stereo unspecified)
→ .	7	6	-2	.	7	.	-1	-19	-7
> CC(=O)Nc1ccc(S(=O)(=O)N2CCC3(CC2)CC(=O)c2ccccc2O3)cc1
→ .	-2	5	-1	.	5	.	0	-7	13
> Cn1c(C(=O)NCc2cccnc2)cc2sc(Cl)cc21
→ 5	-3	0	-8	5	-3	6	5	11	0
> O=C(CN1CCCCCC1)Nc1ccc(F)c(F)c1
→ -8	-6	-12	-3	8	7	0	0	11	-1
> COCCNC(=O)C1c2ccccc2C(=O)N(CCOC)C1c1ccc(F)cc1 (stereo unspecified)
→ -21	11	-5	0	1	-33	5	-2	20	-4
> Cc1nccc(-c2cccc(NC(=O)Nc3ccc(Cl)cc3)c2)n1
→ -41	-7	1	-3	1	-27	-3	0	3	2
> CC(Oc1ccccc1F)C(=O)NNC(=O)CCS(=O)(=O)c1ccccc1Cl (stereo unspecified)
→ .	-5	-2	-2	.	6	.	-2	-10	2
> COc1cc2[nH]c(=O)n(Cc3ccc(C(=O)N4CCC(N5CCCCC5)CC4)cc3)c(=O)c2cc1OC
→ -25	11	6	6	-1	-4	-1	6	13	10
> Cn1c(Cc2ccccc2)nnc1SCC(=O)N1CCOCC1
→ -10	-7	2	3	-3	12	2	3	-18	-2
> O=c1[nH]c2cc3c(cc2cc1CN(Cc1ccccc1)Cc1nnnn1Cc1ccco1)OCCO3
→ 8	8	4	-4	-3	-8	1	.	12	11
> COc1ccccc1OCCNC(=O)C(CCSC)NC(=O)c1ccccc1Cl (stereo unspecified)
→ .	-5	1	1	.	-3	.	-3	-2	-1
> CCOC(=O)c1c(N)sc(N)c1C(=O)OCC
→ -12	-13	-7	0	-3	-29	-3	-1	2	-1
> CC1CCN(C(=O)N2c3ccccc3Sc3ccccc32)CC1
→ -10	-1	12	4	-2	24	19*	2	22	0
> NC(=S)N=Nc1c(O)n(CCCl)c2ccccc12
→ -13	2	-6	0	2	1	10	6	-7	-2
> Cc1ccc(Oc2ccc(S(=O)(=O)N3CCOCC3)cc2C(N)=O)c(-n2nc3ccccc3n2)c1
→ -14	-1	1	-1	2	-3	-1	-1	5	-12
> COc1ccc(-n2c(SCC3CNC(=O)O3)nnc2-c2ccc(Cl)cc2)cc1 (stereo unspecified)
→ -2	-4	-1	-3	2	-18	-3	4	13	-2
> O=C(NCC(=O)N(c1cccc(F)c1)C(C(=O)NC1CCCC1)c1ccncc1)c1ccco1 (stereo unspecified)
→ -11	-3	40	0	-3	22	8	0	54*	-10
> CCC(C)[C@H](NC(=O)NC(C)C)C(=O)O (stereo partly specified)
→ -14	-49	4	4	1	16	2	3	-12	-5
> COc1ccccc1C(=O)Nc1nnc(S(=O)(=O)N2CCOCC2)s1
→ -52	4	2	-1	2	-45	-5	-2	4	.
> O=C(N/N=C/c1c[nH]c2ccccc12)c1sc2ccccc2c1Cl
→ -71	-2	-15	3	3	-69	2	-1	-33	18
> CCN1CCN(c2ccc(S(=O)(=O)N3CCCCC3)cc2NC(=O)c2cccc(OC(F)F)c2)CC1
→ .	6	-9	-4	.	2	.	-1	-13	4
> CN1CCN(C(=O)/C=C/c2ccc([N+](=O)[O-])o2)CC1
→ -31	1	9	0	6	-83	-2	.	22	-4
> FC(F)Oc1ccc(-c2csc(Cc3nnc4n3CCCCC4)n2)cc1
→ 11	-1	.	0	6	21	1	.	.	4
> Cc1cc(Cl)cc(Br)c1OCCCCn1cncn1
→ -12	0	2	2	-6	5	2	2	23	-12
> C(=N\NC1=Nc2cccc3cccc1c23)/c1ccccc1
→ -132	-2	18	2	8	-256	-1	-1	?	1
> CCOC(=O)c1c(NC(NC(=O)C(C)C)C(Cl)(Cl)Cl)sc2c1CCC2 (stereo unspecified)
→ 7	-1	3	4	-2	25	1	-1	21	-4
> Cn1c(NC(=O)C2CCCC2)cc(=O)n(C)c1=O
→ -6	2	2	-1	10	5	4	0	3	5
> CCCCN1C(=O)/C(=C2/Sc3ccc(OC)cc3N2CC)SC1=S
→ -22	-2	-1	1	-3	7	-1	-1	-5	.
> Cc1ccc(C)c(Cn2nnc3c(=O)[nH]c(C4CCCN(C(=O)C5CCC5)C4)nc32)c1 (stereo unspecified)
→ -20	3	5	0	-3	2	3	4	12	-2
> Oc1ccc(-c2cc(-c3ccc(O)cc3)nc(-c3ccccc3)n2)cc1
→ -9	-1	0	1	4	4	0	-2	-11	44
> Cc1ccc(-c2nnn(CC(=O)N(CC(=O)NC3CCCCC3)c3ccc(F)c(Cl)c3)n2)o1
→ 6	-3	-1	-2	-6	28	0	1	-4	10
> C/C(=N/NC(=O)CN1CCN(S(=O)(=O)c2ccc(C)cc2)CC1)c1cccc(O)c1
→ -11	15	0	3	-7	8	0	0	7	-6
> CCCN(Cc1ccc(N(C)C)cc1)CC1CC1
→ -44	-11	3	-1	4	-6	2	-3	2	6
> Cc1ccc(C)c(NC(=O)C(Sc2cccc[n+]2[O-])c2ccccc2)c1 (stereo unspecified)
→ 1	6	3	-1	5	0	1	-1	-1	-1
> COC(=O)c1c[nH]n2c(=O)c(Cc3ccc(F)cc3Cl)c(C)nc12
→ -28	0	3	-1	5	9	2	-5	-1	0
> Cc1ccc(-n2c(C)cc(/C=N/NC(=O)Cn3c4ccccc4c(=O)c4ccccc43)c2C)cc1
→ -18	0	-7	-1	3	-21	2	-10	-6	0
> O=C(CSc1nnc(-c2ccco2)n1-c1ccccc1)N1CCOCC1
→ 1	7	-20	-4	3	0	3	-3	0	0
> COc1ccc2c(c1)cc1n2CCN=C1NN
→ -57	1	5	2	8	-28	15	0	9	6

Next section:
Value order: KLF5 inhibitor	Platelet DG rel	HSF1 inh	GSK3beta inhib	IEC-6 cytotox	aSyn 5UTR inh	HSP90 refold inh	GSK3 alpha inh	HSF1 activator	Dyrk1A ADPGlo
> O=C(O)c1ccc(C(=O)c2ccc3c(c2)C(=O)N(Cc2ccco2)C3=O)cc1
→ -17	0	-7	-6	0	6	-1	7	11	8
> Cc1ccc(N2C(=O)N(CC(=O)NC(N)=O)C(=O)C2C)cc1 (stereo unspecified)
→ 12	0	-69*	-3	-4	-32	6	2	-75	-3
> Cc1c(CCOC(=O)CC23CC4CC(CC(C4)C2)C3)sc[n+]1CC(=O)c1ccc(Br)cc1
→ -4	7	-1	-32	9	12	6	7	6	-3
> Cc1ccc(CNC(=O)COc2ccc(S(=O)(=O)NC(C)C)cc2)cc1
→ -18	6	2	1	1	12	1	5	-1	-7
> COc1ccccc1C(=O)NC(C)C(c1cccs1)N1CCN(C)CC1 (stereo unspecified)
→ -22	-5	7	3	2	-21	0	0	-9	7
> COc1ccc(C(=O)Sc2ccc(C)cc2)cc1OC
→ -35	1	7	1	-1	-8	4	0	30	5
> CCOC(=O)N1CCN(C(=O)COC(=O)CNC(=O)c2ccc(C)cc2)CC1
→ .	-2	2	1	.	14	.	-2	5	.
> Cc1nc2nc(SCC(=O)NCCCN3CCCC(C)C3)nn2c(C)c1Cc1ccccc1Cl (stereo unspecified)
→ -15	12	0	3	4	-6	-1	-3	-3	.
> COc1ncnc2c1oc1nc(CC(C)C)c3c(c12)CCCC3
→ 17	.	.	.	4	.	1	.	.	-2
> Cc1cccc(NC(=O)c2ccc(S(=O)(=O)NCc3cccnc3)cc2)c1C
→ -7	-3	8	2	-3	-7	-3	-1	1	-10
> CC(C)c1ccc(C(=O)Nc2ccc(CN3CCOCC3)cc2)cc1
→ -3	-6	1	0	10	-68	24*	0	-11	0
